Screening data deposited in PubChem by several laboratories.
Myeloid diff MLP = induction of myeloid progenitor differentiation, primary screen, cell-based, flow cytometry, MLPCN library; 360,000 tested, 1% active; AID 624256, 2012; ER-HoxA9 myeloid progenitors, lysozyme-GFP differentiation; calls only at 10 µM;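 active = normalized GFP-positive differentiation at or above the plate's own cutoff, the solvent-only control mean plus 3 SD; inconclusive = no clear call, values can overlap the other calls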;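 also: cells exposed to compound for four days before flow analysis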
WT yeast gro inh = growth inhibition of WT strain, primary screen, mitochondrial fusion inhibitor project, WT and mutant strains, chemical genetic; mitochondrial fusion phenotypic screen; inhibition, % at 10 µM; 190,000 tested, 2.1% active; AID 1362, 2008; in the data active = inhibition above about 58%; tested in S. cerevisiae
XIAP displacement = XIAP antagonists, biochemical, IAP family, fluorescence polarization (AID 1018) | E3 ubiquitin-protein ligase XIAP (Homo sapiens) | XIAP BIR domain, fluorescence polarization peptide displacement; higher % means a stronger effect | displacement, % at 20 µM, or IC50 in µM where a hit was titrated | 200,000 tested, 0.007% active; in the data active = displacement above about 50%; also: a part of the inactive calls stands beside numbers as strong as those of hits
human PMI inhibition = inhibitors of human PMI, primary screen, biochemical, fluorescence intensity, coupled assay (AID 1209); Mannose-6-phosphate isomerase (Homo sapiens); one-dose inhibition, % at 20 µM; IC50 in µM for titrated hits; purified PMI enzyme, coupled fluorescence intensity; higher % means a stronger effect; 190,000 tested, 0.42% active;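 also: plate controls were DMSO vehicle for no effect and wells lacking substrate for full effect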
PMI inhibition = human PMI inhibitors, high substrate, primary screen, biochemical, fluorescence intensity, high mannose 6-phosphate (AID 1220); Mannose-6-phosphate isomerase (Homo sapiens); recombinant PMI enzyme, coupled fluorescence intensity; higher % means a stronger effect; inhibition, % at 20 µM; hits with a dose series show IC50 in µM; 190,000 tested, 0.66% active
Salmonella PhoP GFP = inhibitors of PhoP regulon expression, primary screen, Salmonella Typhimurium, GFP reporter (AID 1863). S. Typhimurium PhoP-regulated promoter GFP reporter, 4 h; higher % means a stronger effect. inhibition, % at 50 µM, or IC50 in µM where a hit was titrated. 300,000 tested, 0.16% active;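 active = inhibition over 29.93%, a cutoff 3 SD above the screen mean, later confirmed by dose response; inconclusive = inhibition over 29.93% but no dose response follow-up; inactive = inhibition at most 29.93% or unconfirmed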;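 also: 0% = low Mg2+ inducing control and 100% = high Mg2+ repressing control; strong numbers were not always called active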
Siah-1 displacement = Siah-1 peptide-binding antagonists, primary screen, biochemical, fluorescence polarization, rhodamine-plectin, uHTS (AID 1817); E3 ubiquitin-protein ligase SIAH1 (Homo sapiens); Siah-1 / rhodamine-plectin peptide fluorescence polarization; higher % means a stronger effect; one-dose displacement, % at 20 µM; IC50 in µM for titrated hits; 290,000 tested, 0.02% active;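 active = displacement of at least 50% at 20 µM, with a fluorescence ratio check between 0.3 and a set limit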;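 also: plate controls were Siah plus tracer with DMSO for no effect and tracer alone without Siah for full effect; strong numbers were not always called active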
RSV antiviral HEp-2 = RSV antiviral activity via CPE protection, HEp-2 cells, primary 10 µM value included (AID 2391) | HEp-2 cells, RSV-induced CPE inhibition; higher % means a stronger effect | one-dose CPE inhibition, % at 10 µM; IC50 in µM for titrated hits | 310,000 tested, 0.13% active; in the data active = a potency from the dose series; inconclusive = CPE inhibition mostly from about 23% at the one dose, without a potency; inactive = the rest, 99 in 100 with CPE inhibition below about 21%; also: strong numbers were not always called active
TNAP activators = human TNAP enzyme activators, primary screen, biochemical, luminescent, no phosphate acceptor, uHTS (AID 1001); activation fold at 20 µM; hits with a dose series show EC50 in µM; 200,000 tested, 0.03% active; purified TNAP, luminescent activation assay, no phosphate acceptor; higher activation fold means a stronger effect; in the data active = activation fold from about 3, or a potency from the dose series; inactive = the rest, 99 in 100 with activation fold below about 1.6; also: many of its hits are not listed in these tables
WT yeast gro inh mutant strain = recorded beside WT yeast gro inh, whose call it bears; inhibition, %; mitochondrial fusion phenotypic screen, mutant strain inhibition
Myeloid diff MLP GFP+ MAC1+ % = recorded beside Myeloid diff MLP, whose call it bears; GFP+ MAC1+ double positive, %; measured here: differentiation confirmed by MAC1 staining
* marks the source's active call; other numbers are inactive results; i = inactive; u = inconclusive; x = no result given; + = active, no number. Rule as the data show it, unless noted: active = inhibition above about 50%; inactive = the rest.

Compound	RSV antiviral HEp-2	Siah-1 displacement	TNAP activators	Myeloid diff MLP	WT yeast gro inh mutant strain	WT yeast gro inh	Myeloid diff MLP GFP+ MAC1+ %	Salmonella PhoP GFP	PMI inhibition	XIAP displacement	human PMI inhibition
CCn1c(=O)c2c(nc(SCC(=O)Nc3ccccc3)n2C)n(C)c1=O	1.5%	12%	x	i	x	x	0.4	-1%	x	x	x
Cc1ccc(CNC(=O)C2CCCN2C(=O)Nc2ccc(F)cc2)cc1 (stereo not given)	3.4%	2%	x	i	x	x	1.1	7%	x	x	x
O=[N+]([O-])c1ccc(Sc2nnnn2-c2ccccc2)c(Cl)c1	4.5%	1%	1	+	-15	-3	14*	6%	6%	-3.1%	11%
Cc1sc2nc(SCc3nc(-c4cccs4)no3)n(-c3ccccc3)c(=O)c2c1C	1.9%	-1%	1.1	i	19	5	4.5	-15%	12%	-3.7%	19%
O=S(=O)(Cc1ccccc1)C1CCCCC1O (stereo not given)	0.6%	1%	x	i	x	x	0.9	-1%	x	x	x
CCN(CC)S(=O)(=O)c1cccc(C(=O)N[C@H](C(=O)NNC(=O)c2ccccc2)C(C)C)c1	-0.3%	-11%	x	i	x	x	0.5	-8%	x	x	x
O=C(NCCCN1CCOCC1)C(=O)NCc1ccccc1Cl	-2.5%	2%	1.1	i	-2	-16	0.2	7%	-2%	-0.7%	-12%
O=S(=O)(Cc1ccccc1)NCc1cccnc1	2.4%	1%	1.2	i	-2	19	9.1	-1%	5%	-3.2%	8%
NC(=O)C1=C[C@@H](C2CCCCC2)C[C@@H](OCCCCO)O1	3.1%	1%	1.1	i	4	5	1.2	2%	34%	-3.0%	10%
CCN(CC)CCCN1C(=O)CSC1c1ccc([N+](=O)[O-])cc1 (stereo not given)	-2.2%	-4%	1.1	i	3	-5	0.3	x	0%	-3.2%	5%
CC(C)Nc1ncnc2c1nnn2Cc1ccccc1	2.9%	-4%	1.1	i	-19	-11	0.5	9%	-9%	2.9%	-1%
c1ccc(Cc2nnc3sc(-c4cccnc4)nn23)cc1	1.0%	-4%	1.1	i	7	8	8.4	-14%	18%	-0.5%	22%
COCCNC(=O)COc1cccc(Oc2ccccc2)c1	2.0%	-4%	1.1	i	6	17	1.7	3%	8%	-5.9%	5%
NC(=O)Cc1ccc(Nc2nnc(-c3ccccc3)c3ccccc23)cc1	u	0%	1.1	i	9	-7	0.3	-9%	-4%	-1.2%	2%
Cc1ccc(NC(=O)c2ccc(Oc3ncccn3)cc2)cc1	4.5%	4%	1.1	i	0	5	0.4	-4%	-9%	-3.3%	-4%
Cc1cccc(OCC(O)CN2CC3(C)CC2CC(C)(C)C3)c1 (stereo not given)	0.4%	0%	1	i	-18	5	0.3	-14%	-10%	-3.9%	-6%
CC(NC(=O)C(C)(C)C)c1nc2ccccc2n1C (stereo not given)	0.3%	1%	1.1	i	-6	0	0.6	0%	3%	-2.6%	2%
N#C/C(=C\c1ccc(N2CCOCC2)cc1)c1ccccc1	u	2%	1.1	i	2	18	0.3	-13%	2%	-13%	2%
COc1ccccc1/C=N/N1CCN(c2ccc(Cl)cc2)CC1	1.2%	-2%	x	i	x	x	0.6	-18%	x	x	x
CCN(Cc1ccccc1)C(=O)c1c[nH]c2ccc(S(=O)(=O)N(C)CCC#N)cc2c1=O	0.6%	7%	1.1	i	-17	8	0.2	-2%	3%	2.4%	-4%
O=S(=O)(c1cccs1)N1CCN(c2ccc(F)cc2)CC1	3.2%	10%	x	i	x	x	0.4	0%	x	x	x
Cc1cc(C)n2nc(-c3cnn(C)c3C(F)(F)F)cc2n1	3.1%	1%	1.1	i	11	31	2.1	-4%	-3%	1.4%	3%
CCN(CC)CCCNC(=O)c1cc(-c2ccc(Cl)c(Cl)c2)on1	-1.1%	-1%	1.2	i	-3	6	2.4	8%	3%	-6.5%	0%
CC(C)CCNC(=O)C1CCN(S(=O)(=O)c2ccc3c(c2)CCC(=O)N3)CC1	-0.3%	1%	0.9	i	2	-2	4.0	6%	-3%	-6.5%	-5%
Cc1cc(-c2nc(C)c(C(=O)NNC(=O)NC(C)C)s2)no1	0.2%	-2%	x	i	x	x	0.6	-13%	x	x	x
Cn1cnc2c(N/N=C/c3cccs3)ncnc21	-0.4%	4%	x	i	x	x	0.8	-3%	x	x	x
c1ccc2c(c1)CCN2CCN1CCc2ccccc21	2.8%	-1%	1.1	i	-16	-14	1.2	4%	-28%	-6.1%	-17%
COC(=O)c1ccc(C2NCCc3cc(OC)c(OC)cc32)cc1 (stereo not given)	0.1%	-2%	x	i	x	x	0.7	-5%	x	x	x
CCCCNC(=O)C1CCC(CNS(=O)(=O)c2ccc(C)cc2)CC1 (stereo not given)	4.2%	2%	1.1	i	-8	1	0.6	5%	2%	-8.9%	7%
COC(=O)n1c(=O)oc2ccc(S(=O)(=O)N3CCCCC3)cc21	0.0%	-2%	x	i	x	x	0.4	-2%	x	x	x

2 records picked at random from those above, as already listed:
Compound	RSV antiviral HEp-2	Siah-1 displacement	TNAP activators	Myeloid diff MLP	WT yeast gro inh mutant strain	WT yeast gro inh	Myeloid diff MLP GFP+ MAC1+ %	Salmonella PhoP GFP	PMI inhibition	XIAP displacement	human PMI inhibition
COC(=O)n1c(=O)oc2ccc(S(=O)(=O)N3CCCCC3)cc21	0.0%	-2%	x	i	x	x	0.4	-2%	x	x	x
Cn1cnc2c(N/N=C/c3cccs3)ncnc21	-0.4%	4%	x	i	x	x	0.8	-3%	x	x	x

Additional results:
Compound	RSV antiviral HEp-2	Siah-1 displacement	TNAP activators	Myeloid diff MLP	WT yeast gro inh mutant strain	WT yeast gro inh	Myeloid diff MLP GFP+ MAC1+ %	Salmonella PhoP GFP	PMI inhibition	XIAP displacement	human PMI inhibition
Cc1ccc(CNC(=O)c2cccnc2Sc2cccc(Cl)c2)cc1	2.9%	-1%	x	i	x	x	1.2	-2%	x	x	x
O=C(Nc1ccc(Cl)cn1)c1ccc(Br)c(S(=O)(=O)N2CCCCC2)c1	-2.0%	-6%	1	i	1	11	0.7	6%	3%	4.2%	11%
COc1cc(C2Nc3ccc4ncccc4c3C3=C2C(=O)CCC3)cc(OC)c1OC (stereo not given)	2.4%	9%	1.1	i	-8	-15	0.3	x	53%*	-0.5%	27%
O=C(CC1Nc2ccccc2NC1=O)Nc1ccc2c(c1)OCO2 (stereo not given)	-1.6%	-6%	1.1	i	-8	8	1.3	3%	-47%	-4.3%	-57%
COC(=O)CSc1cccc2c1C(=O)CC2c1ccccc1 (stereo not given)	0.2%	12%	x	i	x	x	0.3	7%	x	x	x
O=c1[nH]c(/C=C\c2cccc(O)c2)nc(O)c1[N+](=O)[O-]	1.0%	9%	x	i	x	x	1.0	0%	x	x	x
Clc1ccc(CONc2ncnc3nonc23)c(Cl)c1	11%	2%	1	i	48	-7	0.2	-8%	-7%	-8.5%	-5%
Cc1cccc(C)c1OCC(=O)NNC(=O)c1ccoc1C	x	2%	1.2	i	25	18	0.5	1%	5%	-2.4%	6%
O=C(COc1ccc(Br)cc1)Nc1ccccc1C(=O)N1CCOCC1	0.6%	-1%	x	i	x	x	1.1	8%	x	x	x
COC(=O)C1=C(C)N(c2cccc3ccccc23)C(=O)C1	1.1%	-1%	1.1	i	-9	20	1.1	-4%	-10%	-2.1%	-4%
CN(C)c1ccc(/C=N/NC(=O)c2ccccc2Cl)cc1	1.3%	0%	1.1	i	-14	-1	1.0	7%	-1%	-4.4%	3%
CCOC(=O)C1=C(C(F)(F)F)Nc2ncnn2C1c1cc(OC)c(OC)cc1OC (stereo not given)	0.2%	-1%	1.1	i	4	15	1.1	3%	-5%	-8.9%	-9%
NS(=O)(=O)c1ccc(CNC(=O)c2cc(-c3ccccn3)nc3ccc(Cl)cc23)cc1	-0.6%	14%	1.1	i	3	11	0.1	-1%	-15%	-6.8%	-50%
CC(C)(C)NS(=O)(=O)c1ccc2nc(NC(=O)c3ccc(N4C(=O)CCC4=O)cc3)sc2c1	-1.7%	8%	1.1	i	2	-6	0.0	-4%	2%	-2.5%	9%
Fc1ccccc1Sc1ccccc1CNC1=NCCN1	7.9%	-6%	1	i	61*	80*	0.6	-1%	-4%	-6.7%	6%
N#CC1=C(S)N=C(N)C(c2nc(-c3ccccc3)cs2)C12CCCCC2 (stereo not given)	-0.2%	0%	1	i	8	-15	1.1	-17%	-12%	-7.6%	-5%
CCCCNc1ccc(S(=O)(=O)c2cccc([N+](=O)[O-])c2)cc1[N+](=O)[O-]	9.3%	4%	0.9	i	-5	-1	0.5	-21%	3%	-7.9%	12%
Cc1ccc(-c2cc(C(=O)O)n[nH]2)s1	1.0%	5%	0.2	i	-2	2	0.2	-1%	-10%	-6.0%	-11%
COc1ccccc1-n1c(-c2ccco2)n[nH]c1=S	0.3%	7%	x	i	x	x	1.1	-4%	x	x	x
COc1ccc(/C=C/C(=O)NCc2nc3ccccc3[nH]2)cc1OC	31µM*	-2%	1.3	i	-1	-7	0.1	-2%	12%	-4.3%	-4%
O=C(CNC(c1ccccc1)c1ccccc1)Nc1c(F)cccc1F	3.2%	8%	1.1	i	-9	15	0.3	7%	5%	-1.8%	1%
CC(=O)N=c1sccn1CC(=O)c1ccc([N+](=O)[O-])cc1	-0.5%	6%	1.1	i	-8	-7	0.7	-1%	-2%	-1.6%	2%
CN(C)CCCN(C(=O)COc1ccccc1)c1nc2ccc(F)cc2s1	0.0%	-9%	1	i	9	-13	0.5	1%	-24%	-1.8%	-25%
CCS(=O)(=O)c1ccc(-c2cccc(NC(=O)COc3ccc(Cl)cc3)c2)nn1	2.2%	0%	x	i	x	x	0.8	6%	x	x	x
COc1ccc(CCNC(=O)CCCC(=O)n2nc(C)c3ccccc32)cc1OC	17%	0%	x	i	x	x	0.9	-13%	x	x	x
COc1cc(/C=C/C(=O)OCc2c(C)noc2C)ccc1OC(F)F	1.0%	-4%	1	i	30	49	1.2	-1%	11%	-12%	11%
CCN(CC)CCCC(C)Nc1c2ccc(Cl)cc2nc2ccc(OC)cc12 (stereo not given)	x	-4%	1.1	x	-4	8	x	1%	-23%	-1.5%	-37%
Cc1nn(C)c(C)c1CN(C(=O)CCc1nnc(Cc2c[nH]c3ccccc23)o1)C(C)C	1.0%	7%	1.1	i	-25	-19	1.2	-12%	4%	-8.4%	0%
S=C(NCCc1c[nH]c2ccccc12)NC1CCCC1	1.9%	0%	1	i	-14	43	0.3	9%	8%	-9.7%	4%
